Screening data deposited in PubChem BioAssay by National Center for Advancing Translational Sciences (NCATS).
DRD3 agonist – D3 dopamine receptor (human) agonism; P35462; D3R DiscoveRx beta-arrestin cells, luminescence, 90 min; max activation, %; hit rate 0.58% among 410,000; in the data active means max activation above about 30%; further: 0% is about no effect; mostly tested at two doses, the higher about 12 µM
Target sequence (P35462 whole entry, looked up): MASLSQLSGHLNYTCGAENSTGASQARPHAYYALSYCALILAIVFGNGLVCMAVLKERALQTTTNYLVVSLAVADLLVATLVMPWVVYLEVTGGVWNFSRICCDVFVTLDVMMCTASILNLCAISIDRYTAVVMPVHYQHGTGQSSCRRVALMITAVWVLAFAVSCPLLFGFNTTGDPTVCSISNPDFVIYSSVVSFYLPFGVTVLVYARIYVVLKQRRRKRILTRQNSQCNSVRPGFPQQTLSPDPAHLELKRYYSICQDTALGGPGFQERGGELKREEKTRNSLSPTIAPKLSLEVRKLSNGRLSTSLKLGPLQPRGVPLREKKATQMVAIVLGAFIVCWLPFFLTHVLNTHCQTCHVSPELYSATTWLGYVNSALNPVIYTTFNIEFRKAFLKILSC
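Agonist-mode cell screen: cells plated at 1500/well and incubated overnight at 37 °C, then exposed to library compounds for 90 min at 37 °C. Detection reagent was added for 30–60 min at room temperature, and luminescence was read.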
PLK1 PBD block – blocks phosphopeptide binding to human PLK1 polo-box domain; Plk1 PBD binding of FITC phosphopeptide, fluorescence polarization; Potency, µM, for the others: max response, negative = inhibition, actives largely listed as inhibitors; hit rate 2.8% among 360,000; further: potency means the concentration at half of the fitted maximal effect; series mostly up to about 57 µM; on the % scale 0 is the no-effect control and ±100 the full control effect; nearly all actives have a fitted effect of over 65% in size
Target sequence (P53350 whole entry, looked up, the tested form may be a part): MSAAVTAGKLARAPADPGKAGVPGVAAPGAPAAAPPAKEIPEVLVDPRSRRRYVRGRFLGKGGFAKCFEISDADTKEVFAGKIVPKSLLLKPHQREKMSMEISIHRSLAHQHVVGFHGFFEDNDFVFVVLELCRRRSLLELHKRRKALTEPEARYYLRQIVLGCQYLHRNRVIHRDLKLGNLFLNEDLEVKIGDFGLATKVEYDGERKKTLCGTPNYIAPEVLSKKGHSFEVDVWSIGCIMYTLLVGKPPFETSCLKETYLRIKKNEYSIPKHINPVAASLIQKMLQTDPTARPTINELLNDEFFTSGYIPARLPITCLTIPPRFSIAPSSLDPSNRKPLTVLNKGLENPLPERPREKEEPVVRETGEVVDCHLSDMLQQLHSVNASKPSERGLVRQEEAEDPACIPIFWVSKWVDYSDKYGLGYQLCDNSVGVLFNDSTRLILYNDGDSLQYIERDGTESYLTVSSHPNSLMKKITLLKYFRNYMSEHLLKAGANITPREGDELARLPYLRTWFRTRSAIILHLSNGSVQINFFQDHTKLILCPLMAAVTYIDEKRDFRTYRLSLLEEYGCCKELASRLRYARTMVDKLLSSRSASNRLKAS
PI5P4K alpha inh – blocks human PI5P4K alpha kinase activity. max response, %. AID 652105. hit rate 1.2% among 330,000. PI5P4Kalpha enzyme, ADP-Glo luminescence, 60 min; hits give low values; active means max response of -50% or lower; inconclusive means between -30% and -50%; inactive means -30% or higher; further: value at the top dose of about 77 µM; on the % scale 0 is the no-effect control and ±100 the full control effect
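PI5P4Kalpha ADP-Glo assay; 5 microM ATP final; 60 min RT reaction; HEPES pH 7.4/EGTA/CHAPS, 5% DMSO; controls lacking substrate or enzyme; luminescent end-point.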
GLP-1R agonist – GLP-1 receptor (human) agonism. hit rate 0.007% among 380,000. HEK293 GLP-1R CRE-luciferase, luminescence, 4-6 h; cells express a hypersensitive GLP-1R form. AID 624172. Potency, µM (highest dose often 45.6 µM), without a hit: top-dose activation, actives largely listed as activators; further: potency means the concentration at half of the fitted maximal effect; % of control where 0% means no effect
GLP1R inv ag – inverse agonists of human GLP-1 receptor; P43220; HEK293 GLP-1R CRE-luciferase, luminescence, 24 h; GLP-1R form is constitutively active; Potency, µM (top dose mostly 38.3 µM), for inactives: at the top dose activity change, negative = inhibition, most hits filed as inhibitors; hit rate 1.6% among 410,000; AID 624417; further: potency means the concentration at half of the fitted maximal effect; on the % scale 0 is the no-effect control and ±100 the full control effect; nearly all actives have a fitted effect of over 55% in size
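Inverse agonism was detected as reduced cAMP-driven luciferase luminescence after 24 h compound treatment. The cells were HEK293 clones expressing constitutively active human GLP-1R with the reporter. Reporter-only and GPR119 cell lines served as counterscreen controls.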
WRN inhibitor – WRN helicase (human) inhibition; Q14191; WRN helicase unwinding, fluorescent forked duplex, kinetic; Potency, µM (doses to about 114 µM), without a hit: at the top dose activity change, negative = inhibition, most hits filed as inhibitors; hit rate 0.46% among 360,000; further: potency means the concentration at half of the fitted maximal effect; on the % scale 0 is the no-effect control and ±100 the full control effect; nearly all actives have a fitted effect of over 55% in size
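Primary qHTS, 1536-well format. 20 nM WRN + compound, 15 min RT; start with 100 nM forked fluorophore/quencher duplex, 2 mM ATP (final); kinetic read ex 525/em 598 nm.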
IL-2 act – activators of IL-2 | IL-2 activation reporter assay, cell-based qHTS; stimulated with anti-CD3/CD4/CD28 beads; in transgenic mouse T cells | activation, % (series mostly up to about 46 µM) | hit rate 0.065% among 360,000 | AID 652025; in the data active means activation above about 50%; inconclusive means mostly about 30% to 49%; further: 0% is about no effect
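Readout is EGFP and DsRed signal by fluorescent plate cytometry after 18 h at 37 degrees C. Transgenic mouse T cells (750/well) received compound for 60 min before bead stimulation (anti-CD3, anti-CD4, anti-CD28); memory T cells served as non-tolerant control.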
DRD3 antagonist – antagonists of human D3 dopamine receptor. P35462. D3R cells, DiscoveRx beta-arrestin luminescence, antagonist mode; hits give low values. max response, negative = inhibition, %. hit rate 2.5% among 360,000; in the data active means max response below about -50%; inconclusive means no clear call, values can overlap the other calls; further: on the % scale 0 is the no-effect control and ±100 the full control effect; mostly tested at two doses, the higher about 12 µM
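Cells plated overnight at 1500 cells/well, then exposed to library compounds with dopamine controls for 90 minutes at 37 degrees C. DiscoveRx reagent added for 30–60 minutes at room temperature; luminescence read, quantitative HTS format.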
GLP1R cytotox – cytotoxicity in counter-screen for GLP-1R inverse agonists; HEK293 cAMP-luciferase reporter cells, luminescence, 24 h; Potency, µM (doses to about 38.3 µM), without a hit: top-dose activity change, negative = inhibition, actives largely listed as inhibitors; hit rate 0.13% among 410,000; AID 624418;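 further: loss of luciferase light is scored as toxicity; potency means the concentration at half of the fitted maximal effect; on the % scale 0 is the no-effect control and ±100 the full control effect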
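MLSMR compounds, 24 hr on cells at 37 deg C/5% CO2; luminescence after luciferase reagent (12 min RT). Inhibition counted as the undesired cytotoxic outcome.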
* marks the source's active call; other numbers are inactive results; ? = inconclusive; nt = no result given; & = joins results of further samples; [ ] = remark or other dose. Unless noted, the call rests on the fitted dose curve; in most records, active means well fitted curve in the direction sought with a large enough effect; inconclusive means small, poorly fitted or top-dose-only effect, or another doubt; inactive means no such curve, though single readings can be large; an effect the other way counts as inactive or inconclusive.

Order of results: GLP1R cytotox	GLP1R inv ag	PI5P4K alpha inh	GLP-1R agonist	DRD3 antagonist	IL-2 act	WRN inhibitor	PLK1 PBD block	DRD3 agonist
> O=c1ccc2ccc(O[C@@H]3O[C@H](CO[C@@H]4OC[C@](O)(CO)[C@H]4O)[C@@H](O)[C@H](O)[C@H]3O)cc2o1
 : 0.1%	6.4%	5.3	10.7%	8.5	0.8	-2.2%	-6.7%	10.7
> CC(C)(CCl)C(=O)Nc1ccnc(-c2ccncc2)n1
 : -1.5%	7.1%	-6.0	1.6%	-12.4	1.9	-17.2%	-5.4%	-2.0
> Cc1ccc(CN(C)C(=O)COC(=O)CSc2ccc(C(N)=O)cc2[N+](=O)[O-])cc1
 : 2.2%	18.2%	-4.2	11.3%	9.9	-0.6	-7.5%	-10.4%	1.9
> c1ccc(-c2cc(-c3ccccc3)ncn2)cc1
 : -0.7%	7.4%	13.0	-25.0%	16.5	0.2	-10.7%	0.7%	15.7
> CC(=O)NC(C)c1nc2ccccc2n1CC(=O)N1C(C)CCCC1C (stereo not drawn)
 : -1.1%	-3.8%	6.8	4.5%	1.5	0.4	17.1%	-17.6%	-7.3
> O=C(CC1COc2ccccc2O1)NCCc1ccccc1 (stereo not drawn)
 : 1.0%	-20.9%	-2.1	13.1%	?	-0.3	-9.2%	-1.6%	3.8
> O=C(O)C1CC=CCC1C(=O)NC1CCCCC1 (stereo not drawn)
 : -13.7%	-9.4%	1.1	0.0%	5.7	-0.3	5.9%	2.0%	23.9
> CCOC(=O)c1nn(-c2ccc(F)cc2)c2c1CC/C2=C/c1ccccc1
 : -28.8%	4.6%	-1.0	6.4%	3.8	-3.8	-9.9%	-7.7%	5.7
> CCOc1ccc(OCCC(=O)OCC(=O)Nc2ccc(C)c(S(=O)(=O)N3CCCCC3)c2)cc1
 : -0.2%	2.2%	1.5	-22.4%	20.7	-1.7	-4.0%	-5.0%	-1.3
> CC1=C(C(=O)OC2CCCCCCC2)C(c2ccc(O)cc2)NC(=O)N1 (stereo not drawn)
 : -45.2%	-0.1%	nt	11.9%	9.9	0.6	-13.4%[57.1 µM]	-1.3%	4.6
> CCCOC(=O)CC1C(=O)NCCN1Cc1cc(OC)cc(OC)c1 (stereo not drawn)
 : 5.5%[7.66 µM]	-11.7%[7.66 µM]	0.1	-0.5%	-5.0	1.5	-6.4%	-1.0%	1.6
> CC(C)NC(=O)C1(C)Cc2c(-c3cccc(C(N)=O)c3)ccnc2O1 (stereo not drawn)
 : 1.2%	28.5%	-4.7	-7.1%	0.0	0.5	-9.9%	-2.9%	-6.7
> O=C(/C=C/c1cccs1)N1CCN(c2ccccc2F)CC1
 : -21.5%	8.3%	0.3	-1.8%	6.3	9.5	-6.0%	0.2%	-12.3
> COc1ccc(CNc2ccc(C)c(C)c2)c(OC)c1OC
 : 1.3%	?	6.5	11.7%	0.0	-0.1	-6.3%	-9.9%	-1.1
> CC1Sc2ccc(C(=O)OCc3ccccc3Cl)cc2NC1=O (stereo not drawn)
 : -28.5%	-6.4%	?	5.4%	-0.5	-1.2	9.3%	-0.8%	0.8
> COc1ccc(C(=O)OCC(=O)NC(=O)NC2CCCC2)c(OC)c1
 : 5.1%	3.2%	1.9	1.2%	-1.5	2.6	-5.7%	-7.0%	1.2
> COc1cccc(CNCCO)c1OCc1ccccc1Cl
 : -11.3%	-9.1%	2.3	1.5%	6.4	1.0	-28.8%[57.1 µM]	-1.8%	2.9
> COc1cc(OC)cc(-c2c(-c3ccc(F)cc3)c3cc(-c4ccc5[nH]ccc5c4)ccc3n2C)c1
 : 4.5%	?	1.5	-5.8%	0.0	0.7	-8.1%	-12.6%	-6.8
> O=C(CNS(=O)(=O)c1ccccc1)N1CCN(c2ccccc2)CC1
 : -21.5%	9.7%	nt	-3.3%	11.0	2.3	0.3%[57.1 µM]	0.5%	-0.7
> O=C(NCCc1csc(-c2cccnc2)n1)c1cccc(Cl)c1
 : -8.6%&0.3%	-6.1%&-2.3%	1.2	27.5%&-2.0%	24.5	-5.4	-4.1%	-2.4%	5.6&-11.3
> O=C(CSc1nnc(CCc2nc3ccccc3[nH]2)n1-c1ccccc1)NCc1ccccc1
 : -8.8%	7.4%	-0.7	2.4%	11.0	-0.3	8.9%	4.1%	8.8
> Cc1cccc(Nc2nnc(SC(C)C(=O)NC3CC3)s2)c1 (stereo not drawn)
 : 3.3%	-8.3%	-2.6	-0.8%	-17.2	0.0	-7.8%	-8.8%	-1.7
> Cn1cc(C(=O)N/N=C/C2=C(N3CCOCC3)C(=C/c3ccc([N+](=O)[O-])cc3)/CC2)ccc1=O
 : -4.7%	17.1%	?	1.0%	9.0	-0.9	-14.1%[57.1 µM]	-1.4%	2.1
> Cc1ccc(S(=O)(=O)N2CCN(S(=O)(=O)c3c(C)n[nH]c3C)CC2)cc1C
 : -4.0%	-3.9%	1.6	-2.2%	2.6	-0.3	-4.8%	7.6%	4.0
> CC(=O)c1cn(-c2ccc(Cl)cc2)c(=O)[nH]c1=O
 : -8.8%	11.3%	6.8	14.3%	3.3	-0.5	2.1%	-5.7%	-4.7
> O=C(C[n+]1cc(-c2ccc(F)cc2)n2c1CCC2)OCc1ccccc1
 : 1.8%	16.0%	-3.0	-1.6%	-14.4	0.0	7.5%	-4.2%	-4.1
> COc1ccc(N2CC(C(=O)Nc3cccc(C)n3)CC2=O)cc1 (stereo not drawn)
 : 2.1%	12.0%	-0.4	-0.2%	5.0	-0.6	8.2%	-0.2%	2.1
> NC(=O)c1cccnc1Nc1cccc(F)c1
 : -9.0%	6.0%	3.9	1.1%	-8.1	1.2	-4.4%	-16.7%	-10.5
> COc1ccc(-n2c(C)nc3c(cnn3-c3ccc(Cl)cc3)c2=O)cc1
 : -19.2%	?	-1.8	2.0%	15.4	-3.5	2.2%	-1.6%	0.2
> C=Cc1ccc(Cn2c(C)c(C(=O)NCc3ccccc3C(F)(F)F)sc2=O)cc1
 : -1.5%	?	10.8	5.0%	21.3	1.7	-0.3%[57.1 µM]	-1.5%	2.7
> Cc1cccc(CNC(=O)C(=O)Nc2ccccc2C)c1
 : -6.9%	9.8%	nt	2.1%	nt	nt	nt	nt	2.8
> CC1(C)CC(=O)C2=C(C1)c1c(ccc3ncccc13)NC2c1cccs1 (stereo not drawn)
 : ?	-27.9%	-9.4	2.0%	0.0	-1.6	-5.4%	-5.0%	-8.9
> CCOc1cc2c(cc1OC)C(NC(=O)C(F)(F)F)CC2=O (stereo not drawn)
 : -12.3%	0.0%	nt	-0.9%	13.6	-1.1	-2.2%	2.9%	2.3
> Cc1c(CCC(=O)NCCCCCC(=O)O)c(=O)oc2c(C)c3oc4c(c3cc12)CCCC4
 : 2.4%	12.6%	1.6	-1.3%	-10.6	-0.4	0.9%	-24.2%	-4.8
> O=C(CSc1nnc(-c2ccncc2)o1)N1CCCC1
 : -0.3%	0.1%	0.3	0.3%	5.1	-4.2	1.7%	-2.0%	6.1
> O=C(NCCc1cn2ccsc2n1)C1CCCCC1
 : -4.2%	15.0%	0.0	4.7%	-16.2	-1.8	-4.9%	-9.1%	-1.1
> Nc1nonc1C(=O)NCCNc1ccc([N+](=O)[O-])cn1
 : 6.2%	21.9%	5.2	0.9%	-21.0	-0.2	-5.3%	-9.5%	-7.6
> O=C(NCC(c1ccco1)N1CCc2ccccc2C1)c1ccc(F)cc1 (stereo not drawn)
 : -10.3%	?	0.0	0.9%	-21.4	0.5	7.1%	-2.7%	-26.1
> CCN(CC)S(=O)(=O)c1ccc(NC(=S)Nc2ccc(F)cc2)cc1
 : 2.7%	-1.5%	-8.7	-4.5%	-1.0	-1.0	-6.0%	-20.3%	-2.1
> Cc1ccc(CNC(=O)CN2C(=O)CSc3ccc(S(=O)(=O)N4CCC(C)CC4)cc32)cc1
 : -10.5%	?	1.7	9.0%	-12.2	-2.5	0.8%	-2.6%	-5.3
> CCCCCCCC(=O)NNC(=O)c1c(O)c2ccccc2n(CC)c1=O
 : 2.5%	8.8%	1.8	3.9%	7.3	0.0	2.5%	-13.6%	1.4
> CC(C)C(=O)N1CCN(C2=NS(=O)(=O)c3ccccc32)CC1
 : -7.9%	-2.5%	-19.5	-7.3%	8.2	-0.4	-1.1%	6.7µM*	7.0
> Cc1coc(C)c1C(=O)Nc1ccc2ccccc2c1
 : 4.2%	?	-8.1	-2.5%	-21.5	-3.0	3.8%	-14.5%	-8.1
> CCN1C(=O)C(CC(=O)Nc2ccc(F)cc2)N(Cc2ccc3c(c2)OCO3)C1=S (stereo not drawn)
 : -0.8%[7.66 µM]	-23.0%[7.66 µM]	-3.0	-2.5%	10.8	-0.7	-7.4%	-10.3%	-0.7
> COc1cc(C(=O)Sc2ccc(Cl)cc2)cc(OC)c1OC
 : -4.5%	-18.5%	17.4	-27.4%	-20.2	0.6	-15.7%	?	-8.9
> CSc1ncccc1C(=O)Nc1nc(C(C)(C)C)cs1
 : -0.9%	?	7.0	11.6%	1.2	-0.2	-5.8%	2.5%	0.8
> CCOC(=O)C(NCc1ccccn1)(NC(=O)c1cccnc1)C(F)(F)F (stereo not drawn)
 : -9.6%	9.3%	2.7	8.6%	-11.1	-2.2	1.3%	-8.8%	-2.6
